Bioassay records (PubChem)
Epigenetic derep – regulators of epigenetic silencing causing reporter derepression in mouse cells | Potency, µM (titrated, usually from 53.9 µM), for the others: at the top dose GFP activation, hits mostly activators | actives 0.2% (n = 280,000) | AID 1865 | murine LDR cells, GFP reporter derepression, 30 h; also: potency is read from the fitted curve at half-maximal effect; % of control where 0% means no effect; nearly all actives have a fitted effect of over 60% in size
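GFP-positive cell count by laser-scanning cytometry (objects 20–120 um) after 30 h, 37 C compound exposure of murine LDR cells; reporter is CMV-GFP integrated at a silenced locus, inducible by HDAC or DNMT inhibitors.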
IMPase Li inh – IMPase inhibition in cells with lithium potentiation; actives 0.35% (n = 210,000); CHO-M1 cells, IP1 TR-FRET (IP-One), carbachol + lithium; Potency, µM (doses to about 59.4 µM), for inactives: top-dose activity, negative = IMPase inhibition, hits mostly inhibitors;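 also: IP1 builds up when IMPase is blocked and the TR-FRET signal falls; potency is read from the fitted curve at half-maximal effect; plate controls were basal vehicle for no effect and high inhibitor control for full effect; nearly all actives have a fitted effect of over 50% in size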
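Steps: plate 2000 CHO-M1 cells per well and culture 16–30 h; add compound and lithium; incubate 30 min, 37C; add d2-IP1 tracer and Eu cryptate anti-IP1 antibody in lysis buffer; read after 10 min at room temperature.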
HttQ103 aggreg – inhibitors of mutant huntingtin aggregate formation in PC12 cells | actives 1.1% (n = 220,000) | Potency, µM (titrated, usually from 46.1 µM), inactives show at the top dose activity change, negative = inhibition, actives largely listed as inhibitors | AID 1688 | PC12 HttQ103-GFP aggregates, Acumen cytometry, 40 h; also: potency is read from the fitted curve at half-maximal effect; % is scaled to controls: 0 for no effect and ±100 for the full control effect; nearly all actives have a fitted effect of over 60% in size
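Using laser scanning cytometry, GFP-positive aggregates were counted after lysis of PC12 cells induced with 100 nM tebufenozide to express HTT exon 1 Q103–GFP. Compounds were tested in titration.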
Luc counter – blocks Kinase-Glo luciferase, a counter-screen artifact; actives 0.28% (n = 200,000); Q27757; Potency, µM (titrated, usually from 38.3 µM), inactives show top-dose activity change, negative = inhibition, hits mostly inhibitors; Kinase-Glo luciferase, ATP luminescence, 8 min; AID 1379; also: potency is read from the fitted curve at half-maximal effect; % is scaled to controls: 0 for no effect and ±100 for the full control effect; nearly all actives have a fitted effect of over 60% in size
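Compounds were added to a substrate mix at pH 7.2 (50 mM imidazole, 10 uM ATP, within the enzyme's linear range), followed by Kinase-Glo detection reagent; luminescence was measured after 8 minutes at ambient temperature.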
Lamin A splicing – modulators of lamin A splicing. actives 0.01% (n = 200,000). AID 1487. Potency, µM (series often up to 46.1 µM), without a hit: at the highest dose ratio change, negative = inhibition, actives largely listed as inhibitors. HeLa LMNA splicing GFP/RFP minigene ratio, 48 h; active = well fitted inhibition curve with a large enough effect in the signal ratio, with a control signal flat, not every such curve was filed as active; inconclusive = small, poorly fitted or top-dose-only effect, or effect the other way, or a change in a side signal; the % refers to the signal ratio; also: potency is read from the fitted curve at half-maximal effect; % is scaled to controls: 0 for no effect and ±100 for the full control effect
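S3 HeLa cells stably expressing lamin A-EGFP splicing minigene plus DsRed2, 600 cells/well, 48 h compound exposure at 37C. Laser-scanning cytometry; analysed as GFP (500-530 nm)/RFP (575-640 nm) total intensity ratio; 0.5% DMSO vehicle.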
CBFb-RUNX1 inh – inhibitors of human CBF-beta and RUNX1 interaction. Potency, µM (series often up to 59.8 µM), without a hit: at the highest dose activity, negative = inhibition, usual class: inhibitors. AlphaScreen CBFb-His/RUNX1-biotin binding, biochemical. 230,000 tested, under 10 active. AID 1477; also: % of control where 0% means no effect
Target sequence (Q01196 whole entry, looked up): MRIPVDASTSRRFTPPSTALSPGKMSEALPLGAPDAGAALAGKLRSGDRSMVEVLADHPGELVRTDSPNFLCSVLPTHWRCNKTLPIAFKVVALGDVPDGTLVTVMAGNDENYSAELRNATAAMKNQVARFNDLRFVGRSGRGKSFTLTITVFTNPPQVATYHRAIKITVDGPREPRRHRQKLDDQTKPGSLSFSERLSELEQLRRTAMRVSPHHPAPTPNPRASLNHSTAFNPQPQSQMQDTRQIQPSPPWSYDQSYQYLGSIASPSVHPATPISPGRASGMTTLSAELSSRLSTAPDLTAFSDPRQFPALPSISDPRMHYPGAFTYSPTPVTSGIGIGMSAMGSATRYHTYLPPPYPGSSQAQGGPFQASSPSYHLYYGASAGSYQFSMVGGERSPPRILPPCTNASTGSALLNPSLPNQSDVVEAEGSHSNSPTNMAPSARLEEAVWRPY
Target sequence (Q13951 whole entry, looked up): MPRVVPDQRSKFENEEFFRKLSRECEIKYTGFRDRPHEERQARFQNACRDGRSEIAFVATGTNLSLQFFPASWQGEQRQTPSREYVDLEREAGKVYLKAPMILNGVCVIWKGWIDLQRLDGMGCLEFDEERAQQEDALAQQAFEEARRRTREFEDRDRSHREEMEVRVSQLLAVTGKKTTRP
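Proteins preincubated together for 20 min at RT before compound addition; 15 min later, nickel and streptavidin beads were added and left 90 min prior to AlphaScreen measurement.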
NPSR antag – antagonists of human neuropeptide S receptor cAMP signaling; Q6W5P4; CHO-NPSR cells, cAMP TR-FRET, antagonist mode; Potency, µM (doses to about 38.3 µM), for the others: at the top dose activity change, negative = inhibition, most hits filed as inhibitors; actives 1% (n = 220,000); AID 1461; also: potency is read from the fitted curve at half-maximal effect; % is scaled to controls: 0 for no effect and ±100 for the full control effect; nearly all actives have a fitted effect of over 50% in size; many of its hits are not listed in these tables
Target sequence (Q6W5P4 whole entry, looked up): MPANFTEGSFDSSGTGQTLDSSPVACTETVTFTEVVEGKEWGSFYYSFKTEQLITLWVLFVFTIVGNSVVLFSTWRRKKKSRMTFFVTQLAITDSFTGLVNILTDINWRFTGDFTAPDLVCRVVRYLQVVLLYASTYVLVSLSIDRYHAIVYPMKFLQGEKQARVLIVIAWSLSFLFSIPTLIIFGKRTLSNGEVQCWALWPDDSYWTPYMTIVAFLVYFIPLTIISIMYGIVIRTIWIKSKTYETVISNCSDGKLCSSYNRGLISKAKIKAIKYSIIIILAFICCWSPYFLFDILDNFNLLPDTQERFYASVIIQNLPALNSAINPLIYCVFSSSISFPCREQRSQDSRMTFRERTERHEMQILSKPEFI
* marks the source's active call; other numbers are inactive results; ? = inconclusive; . = no result given; & = joins results of further samples; [ ] = dose if it differs, or a comment. Unless noted, calls follow the shape of the dose curve; as a rule, active = well fitted curve in the direction sought with a large enough effect; inconclusive = small, poorly fitted or top-dose-only effect, or another doubt; inactive = no such curve, though single readings can be large; an effect the other way counts as inactive or inconclusive. Only part of the results is shown, so the mix of outcomes need not match the whole.

SMILES | Epigenetic derep | IMPase Li inh | HttQ103 aggreg | Luc counter | Lamin A splicing | CBFb-RUNX1 inh | NPSR antag
S=C(N/N=C/c1cccs1)NC1CC2CCC1C2 (configuration not stated) | 1.5% | . | 0.0%[9.22 µM] | . | . | -13.1% | 44.7%
COc1ccccc1NC(=O)N1CCN(c2ccc(F)cc2)CC1 | -6.3% | -2.6% | 29.7% | -0.9% | -5.6% | 20.8% | 3.6%[46.1 µM]
COc1cc2c(cc1OC)CN(C(=O)CCCN1C(=O)c3ccccc3C1=O)CC2 | -0.7% | 34.6%[activator][38.3 µM] | -4.5% | -6.9% | -5.3% | 2.1% | 0.5%[46.1 µM]
Cc1nn(C(=O)c2c([N+](=O)[O-])cnn2C)c(C)c1Cl | 0.1% | 3.1% | -2.7% | 2.4% | -3.6% | -6.9% | 1.0%[46.1 µM]
CCOC(=O)C1=C(C)N=C2SC(C(=O)OC)=CC(=O)N2C1c1ccc(OC)cc1 (configuration not stated) | ? | 21.3% | 19.4% | 2.5% | . | -9.1% | -56.1%
CCCOc1ccc(OCCOCCNCc2ccccc2)cc1 | 1.3% | 3.5% | 5.2% | -1.9% | ? | 1.2% | 11.4%
CCS(=O)(=O)Nc1ccc(-c2ccc(NS(=O)(=O)CC)c(OC)c2)cc1OC | -1.2% | 16.2% | -16.7% | -5.1% | ? | 7.0% | -12.5%[46.1 µM]
CCOc1ccc(-c2nc(-c3cccs3)c(CC(=O)O)s2)cc1OC | -2.2% | -19.7% | 31.4% | -3.1% | . | 5.7% | -43.3%
Cc1cc(CNC(=O)CC2C(=O)NCCN2Cc2ccccc2C(F)(F)F)on1 (configuration not stated) | 3.5% | 10.0% | 15.5% | 3.9% | . | 8.9% | -14.0%
COc1cc(/C=N/N=C2/NC(=O)C(Cc3ccccc3)S2)ccc1O (configuration not stated) | 0.9% | 3.7% | -17.6% | -3.8% | . | -2.0% | -18.0%
CCNc1ccc(S(N)(=O)=O)cc1[N+](=O)[O-] | -0.9% | 1.5% | -7.2% | -0.1% | -2.2% | -1.2% | 17.3%
CCc1ccc(CN(C)Cc2nc(Cc3ccccc3)no2)nc1 | -1.7% | 4.8% | 0.3% | 11.1% | 3.6%[46 µM] | -2.2% | 12.7%
O=C(c1ccc(F)cc1)N1CCN(c2ccc(N3CCOCC3)nn2)CC1 | -2.7% | . | -4.4%[9.22 µM] | . | . | 6.1% | 5.1%
COc1ccc(NC(=O)Cn2nnc3sc4c(c3c2=O)CC(C)(C)OC4)cc1 | -2.0% | . | -9.8%[9.22 µM] | . | . | 1.1% | 0.4%
CCCC12CN3CC(C)(CN(C1)C31CCCCC1)C2=O | -4.8% | 20.9%[38.3 µM] | 14.7% | -1.8% | 1.6% | -4.0% | 2.3%[46.1 µM]
CC(C)NS(=O)(=O)c1ccc(OCC(=O)Nc2cccc(F)c2)cc1 | -1.1% | 6.9% | -3.8% | -1.4% | ? | 9.5% | -10.3%
NC(=O)COc1c(-c2ccccc2)oc2ccccc2c1=O | 0.0% | 22.2%[38.3 µM] | -9.5% | 0.7% | -15.4% | -2.2% | -17.1%[46.1 µM]
CC(=O)n1cc([C@H]2C=C(C(=O)NCc3ccccc3)O[C@@H](OCCCCO)C2)c2ccccc21 | 3.0% | -0.3% | -9.5%[9.22 µM] | . | . | -2.9% | 25.6%
COc1ccc(C(C(=O)NC(C)(C)C)N(C(=O)CNC(=O)c2cccs2)c2ccc(C(C)C)cc2)cc1OC (configuration not stated) | 0.0% | -1.7%[38.3 µM] | 0.6% | 3.6% | 4.2% | -1.5% | ?
CC[C@H]1[C@@H]2C=C[C@@H]3[C@H]4C/C=C\C(=O)NCCC[C@@H]5NC(=O)C(=C5O)C(=O)CC[C@@H]4C[C@@H]3[C@H]2C[C@H]1C | 0.0% | -5.1% | . | . | . | 4.2%&4.5% | .
O=C(Cn1cnc2scc(-c3ccccc3)c2c1=O)N1CCOCC1 | -1.7% | 7.5%[38.3 µM] | ? | -3.1% | 5.5% | 2.5% | -21.2%[46.1 µM]
CCSC1(SCC)N=C(N)C2(C#N)C(c3ccccc3)NC(C)=C(C)C12C#N (configuration not stated) | 2.2% | 9.4%[38.3 µM] | ? | -0.4% | 5.4% | -1.0% | -1.8%[46.1 µM]
CC(NC(=O)c1ccc(OC2CCN(Cc3ccccn3)CC2)cc1)c1ccccc1 (configuration not stated) | -5.5% | 20.9% | -4.1%[9.22 µM] | -3.8% | ? | 1.7% | 18.9%
Cc1cccc(OCC(=O)NNC(=O)C2CCCCC2C(=O)O)c1 (configuration not stated) | 8.7% | -10.4% | 4.6% | 1.5% | ? | -7.0% | 1.2%
CC(C)(C)NC(=O)NC(=O)CN1CCC(Cc2ccccc2)CC1 | 2.4% | 12.3% | ? | 3.4% | ? | 14.4% | -38.7%
(further entries)
SMILES | Epigenetic derep | IMPase Li inh | HttQ103 aggreg | Luc counter | Lamin A splicing | CBFb-RUNX1 inh | NPSR antag
CC(NC(=O)CCl)c1ccc(Cl)c(Cl)c1 (configuration not stated) | 2.9% | 20.8%[38.3 µM] | 22.4µM* | -1.9% | ? | 1.7% | 14.5%[46.1 µM]
CCOC(=O)c1ccc2nc(C)c(CCC(C)=O)c(Cl)c2c1 | -0.5% | -20.0%[38.3 µM] | -3.6% | 1.7% | -2.6% | 5.2% | -15.2%[46.1 µM]
COc1ccc(NS(=O)(=O)c2cc(NC(=O)c3cccs3)ccc2N2CCCC2)cc1 | -1.9% | 15.9% | ? | 0.6% | ? | 1.2% | -20.8%
Cc1ccc(F)c(NC(=O)CCc2ccccc2)c1 | 0.2% | 11.4%[38.3 µM] | 9.8% | -9.8% | 18.0% | 1.7% | -15.0%[46.1 µM]
COc1cccc(CNC(=O)C2CCC(CNc3c(N4CCC(C)CC4)c(=O)c3=O)CC2)c1 (configuration not stated) | 1.1% | . | -2.2%[9.22 µM] | . | . | 14.4% | 17.9%
O=C(CCN1C(=O)c2ccccc2C1=O)Nc1ccc2c(c1)OCCO2 | -0.9% | 16.6%[38.3 µM] | -12.3% | 0.1% | -2.2% | 18.0% | ?
CCCSc1nc(N)cc(=O)[nH]1 | 5.4% | -4.5% | -17.0% | 2.4% | -9.4% | 2.3% | 4.4%[46.1 µM]
COc1ccc(C2C(C(C)=O)=C(O)C(=O)N2c2nccs2)cc1OC (configuration not stated) | 1.0% | 0.9% | -13.1% | 4.0% | -14.7% | -4.9% | 1.4%[46.1 µM]
CC1(C)Cc2c(c(-c3ccco3)[nH]c(=O)c2C#N)CO1 | -1.0% | -4.5% | -0.7% | 3.0% | -10.5% | -6.2% | -9.4%
CCn1c(SCC(=O)NCC2CCCO2)nnc1-c1ccc(Cl)cc1 (configuration not stated) | -1.2% | 1.6% | 20.2% | 1.5% | 4.9%[46 µM] | -3.0% | 6.8%
CCCOc1ccc(C(=O)O/N=C(\CC)c2ccc(C)cc2)cc1 | -1.1% | 4.9% | 0.5% | 0.5% | -12.9% | 13.7% | 3.4%
COC(=O)N1CCN(c2ccc(Cl)c(Cl)c2)CC1 | 0.0% | 27.6%[38.3 µM] | -25.2% | -0.4% | -23.8% | 9.9% | 7.4%[46.1 µM]
CCc1cccc(C)c1NC(=S)NCC1CCN(c2ccc(OC)cc2)C1 (configuration not stated) | -1.4% | 24.0% | -11.4% | 14.0% | . | ? | -49.9%
CCc1cccc(C)c1NC(=S)NCc1ccc2c(c1)cc(C)n2C | 5.3% | 7.3% | -16.4% | 11.7% | ? | 4.2%[2.36 µM] | -3.8%
COc1cc(C(=O)NC(CCSC)C(=O)OCC(=O)NC(=O)C2CCCCC2)cc(OC)c1OC (configuration not stated) | 0.0% | -12.9% | 8.5% | 11.8% | 28.0%[46 µM] | 5.6% | -6.0%
COC(=O)c1cn(C(=O)/C=C/c2ccc(OC)c(OC)c2)c2ccccc12 | ? | 2.5% | ? | 4.7% | ? | 0.0% | -29.6%
CCOc1cc(NS(=O)(=O)CC)c(OCC)cc1NC(=O)c1ccco1 | -1.0% | -21.1%[38.3 µM] | 3.3% | -1.1% | 8.7% | -15.8% | -0.6%[46.1 µM]
O=c1c2c(nc3nc(NCc4cccc(Cl)c4)[nH]n13)CCC2 | -4.7% | -0.9% | -11.0% | -0.8% | ? | 13.1% | 11.0%
COc1ccc(S(=O)(=O)CCC(=O)N2CC(=O)N(CCc3ccccc3)C(=O)C2)cc1 | 0.0% | 14.4%[38.3 µM] | -14.4% | 1.2% | 1.9% | -1.8% | -8.2%[46.1 µM]
Cc1cccc(NC(=O)c2ccccc2OCC(=O)c2ccc(F)cc2)c1 | -1.0% | -4.0% | -17.1% | -4.0% | 7.8% | 16.4% | -16.1%
N=c1c2c3c(sc2ncn1N)CCCCC3 | 1.6% | 15.1%[38.3 µM] | -31.0% | 2.4% | ? | 2.7% | 4.7%[46.1 µM]
Brc1ccc(CNc2nc3ccccc3n2CCN2CCCCC2)cc1 | 0.1% | . | 4.9%[9.22 µM] | . | . | -3.7% | ?
COc1ccc(Br)cc1/C=N/Nc1ccc(Cl)c(C(=O)O)c1 | 0.0% | -5.4% | 15.4% | 4.3% | -12.6%[46 µM] | ? | 6.2%
CCOC(=O)/C(C#N)=C\c1ccc(CC)s1 | 1.7% | 11.6%[38.3 µM] | -8.9% | -2.7% | 4.6% | 2.1% | -14.0%[46.1 µM]
CCS(=O)(=O)N1Cc2ccccc2CC1C(=O)Nc1nc2ccc(F)cc2s1 (configuration not stated) | -1.3% | -0.3% | 12.8% | -3.6% | ? | -15.1% | -8.4%
Nc1nc(CN2CCN(C(=O)c3ccco3)CC2)nc(Nc2cccc(Cl)c2)n1 | 6.5% | 11.0% | . | 2.7% | 23.2%[46 µM] | -13.7% | -1.5%
CC(=O)N/C(=C/c1ccc2c(c1)OCO2)C(=O)NCCCO | -0.9% | -1.5% | 0.7% | 2.3% | -6.8% | 7.5% | -8.5%[46.1 µM]
CC(C)Oc1ccc(C(=O)NC2CCS(=O)(=O)C2)cc1 (configuration not stated) | -4.8% | 12.7%[38.3 µM] | 3.5% | -0.2% | -13.9% | 8.3% | -1.8%[46.1 µM]
Cc1ccc(C2NC(c3ccc(C)cc3)C([N+](=O)[O-])C(C)(C)C2[N+](=O)[O-])cc1 (configuration not stated) | 0.0% | 8.8% | -8.4% | -1.6% | 10.5% | -1.3% | -19.6%
Cc1ccc([N+](=O)[O-])cc1NC(=S)NC(=O)c1cccnc1 | -0.6% | 9.4% | 6.2% | -1.7% | -4.1%[46 µM] | 17.0% | 9.5%
